CYP2C9 inhib = blocks human cytochrome P450 2C9; inhibition, % at 5 µM; P11712; 96,000 compounds, 20% hits; CYP2C9 Supersomes, luciferin-H conversion, luminescence; AID 777;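 active = blocking of liver enzyme CYP2C9 beyond about 50% at 5 µM, limit read from the data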; note: values of inactives mirror those of a sister screen read the other way
Plk1 PBD FP = blocks phosphopeptide binding to human Plk1 polo box domain; inhibition, %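 (tested at about 20 µM)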; Plk1 PBD phosphopeptide binding, fluorescence polarization; P53350; 97,000 compounds, 0.13% hits; AID 693; in the data active = inhibition above about 34%, passing the limit was not always enough
Target sequence (P53350 whole entry, looked up, the tested form may be a part): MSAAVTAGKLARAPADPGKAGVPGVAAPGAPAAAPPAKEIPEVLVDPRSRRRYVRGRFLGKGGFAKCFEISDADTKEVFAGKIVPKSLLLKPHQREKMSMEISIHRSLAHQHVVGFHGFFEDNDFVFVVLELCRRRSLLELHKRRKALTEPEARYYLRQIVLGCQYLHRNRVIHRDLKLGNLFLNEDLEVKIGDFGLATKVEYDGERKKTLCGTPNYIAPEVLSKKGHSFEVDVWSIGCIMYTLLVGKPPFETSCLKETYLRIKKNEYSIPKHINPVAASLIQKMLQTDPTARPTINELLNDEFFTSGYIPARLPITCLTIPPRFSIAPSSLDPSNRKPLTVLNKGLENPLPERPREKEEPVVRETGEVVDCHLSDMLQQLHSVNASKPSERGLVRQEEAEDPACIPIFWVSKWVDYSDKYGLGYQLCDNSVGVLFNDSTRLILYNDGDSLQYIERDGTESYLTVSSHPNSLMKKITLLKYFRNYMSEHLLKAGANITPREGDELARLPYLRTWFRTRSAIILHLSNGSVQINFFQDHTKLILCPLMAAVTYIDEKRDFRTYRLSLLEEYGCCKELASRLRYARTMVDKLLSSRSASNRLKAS
CYP2C19 inhib = human CYP2C19 inhibition. CYP2C19 Supersomes, luciferin-H EGE luminescence, 30 min. inhibition, % at 5 µM. AID 778. P33261. 96,000 compounds, 21% hits;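 active = CYP2C19 inhibition above a set limit at 5 µM in the primary screen, cut at about 50% in these data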;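 note: plate controls were negative control wells for no effect and 2.5 mM tranylcypromine positive control for full effect; values of inactives mirror those of a sister screen read the other way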
HIV Rev-RRE inh = disrupts HIV-1 Rev binding to RRE RNA; AID 704; Rev peptide-RRE RNA binding, FRET; P05866; 97,000 compounds, 0.79% hits; inhibition, % at 8 µM;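 active = inhibition above the screen-wide mean plus 3 SD, cut at about 35% in these data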;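 note: 0% = median DMSO wells and 100% = median Neomycin B control wells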
Target sequence (P05866 whole entry, looked up): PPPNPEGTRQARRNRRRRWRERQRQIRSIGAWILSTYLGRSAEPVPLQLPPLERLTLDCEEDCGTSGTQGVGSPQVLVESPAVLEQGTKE
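Assay system: Labelled RRE RNA duplex and labelled Rev peptide | Times: 5 min preincubation and 15 min binding, 25 °C | Detection: FRET, ex 480 nm, em 540 and 671 nm | Evaluation: % inhibition of FRET ratio versus controls | Benchmarks: DMSO wells as 0% and neomycin B wells as 100% inhibition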
CYP2C9 act = activators of human CYP2C9. P11712. recombinant CYP2C9, luciferin-H conversion, luminescence; active compounds read high; factor 1 = untreated enzyme, 0 = blocked. activation factor at 5 µM. 96,000 compounds, 1.4% hits. AID 1024;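 active = activation factor of 2 or more for CYP2C9 at a 5 µM dose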;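 note: 0 = sulfaphenazole-blocked wells and 1 = vehicle-only wells; values of inactives mirror those of a sister screen read the other way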
PLAP activator = activators of human placental alkaline phosphatase; P05187; purified PLAP enzyme, luminescent substrate read-out; active compounds read high; activation fold at 20 µM; 96,000 compounds, 1.2% hits; AID 696; in the data active = activation fold above about 2
EphB4 antag = EphB4-ephrin-B2 interaction antagonism; P54760; 97,000 compounds, 0.15% hits; inhibition, % at 7 µM; EphB4 LBD / TNYL-RAW-Alexa532 peptide, fluorescence polarization;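 active = inhibition above the screen-wide mean inhibition plus 3 SD, cut at about 15% in these data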;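 note: 0% = DMSO wells and 100% = excess unlabeled TNYL-RAW peptide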
CYP2C19 act = increases human CYP2C19 enzyme activity | activation factor at 5 µM | P33261 | AID 1025 | recombinant CYP2C19, luciferin-H EGE luminescence; active compounds read high; 0 = fully inhibited enzyme, 1 = untreated enzyme | 96,000 tested, under 10 active;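 active = activation factor of at least 2 at 5 µM in the primary screen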;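 note: 0 = wells with 2.5 mM tranylcypromine and 1 = vehicle-only wells; values of inactives mirror those of a sister screen read the other way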
PLK1 inh = inhibitors of human PLK1 kinase; P53350; recombinant PLK1 kinase, TR-FRET peptide phosphorylation; inhibition, % at 10 µM; 97,000 compounds, 0.53% hits;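 active = inhibition of 50% or more in the single-concentration screen; inactive = inhibition below 50%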;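 note: 0% = DMSO max control and 100% = H-89 dihydrochloride min control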
Numbers without * were called inactive; . = no result given. Rows are unselected; overall some 29% were active at least once.

Every second line gives: CYP2C9 inhib, Plk1 PBD FP, CYP2C19 inhib, HIV Rev-RRE inh, CYP2C9 act, PLAP activator, EphB4 antag, CYP2C19 act, PLK1 inh
> COc1ccc(C2C(C#N)=C(N)Oc3n[nH]c(-c4ccccn4)c32)c(OC)c1OC (stereo unspecified)
    0, -10, 12, -1, 1, 1.6, 1, 0.9, 0
> Cc1c(Cl)c([N+](=O)[O-])nn1CC(=O)N1CCc2ccccc2C1
    26, -11, 27, 3, 0.7, 0.9, 6, 0.7, -7
> CN(C)S(=O)(=O)c1ccc(NC(=O)c2cc(F)c(F)cc2Cl)cc1
    -15, -2, -4, 2, 1.1, 1, 0, 1, -8
> Cc1ccc(C)c(-c2nnc(OCC(=O)Nc3cc(C)on3)c3ccccc23)c1
    95*, -12, 76*, 9, 0.1, 1.4, 4, 0.2, 3
> Cn1c2ccccc2c2cc(C(=O)N3CCOCC3)sc21
    -148, -19, 24, -6, 2.5*, 1.2, 2, 0.8, -10
> c1ccc(-n2c(-c3ccncc3)nnc2-c2ccco2)cc1
    50, 24, 80*, 5, 0.5, 1.2, 2, 0.2, -17
> Cc1ccccc1NC(=O)c1sc2nc3c(c(-c4ccco4)c2c1N)CCCC3
    64*, 8, 46, 15, 0.4, 1.3, -4, 0.5, -8
> Cc1ccc(N=Nc2c(O)n(CN3CCOCC3)c3ccccc23)cc1
    16, 28, 5, 35, 0.8, 1, 1, 0.9, -4
> Cc1noc2ncnc(Oc3ccc(F)cc3)c12
    -7, -2, 5, 9, 1.1, 1, 2, 1, -14
> COc1ccccc1N1CCN(S(=O)(=O)c2c(C)ccc3nsnc23)CC1
    34, -18, 73*, 2, 0.7, 1.4, -6, 0.3, -8
> CN(C)S(=O)(=O)Oc1cccc(C(=O)Nc2ccc(Cl)cc2)c1
    68*, -3, 45, 6, 0.3, 0.6, -2, 0.6, -13
> CCOC(=O)/C(=C/c1c[nH]c2ccccc12)NC(C)=O
    -4, 11, 5, 3, 1, 0.9, 1, 1, -12
> COc1ccc(NC(=O)c2ccc3snnc3c2)cc1
    ., 5, ., 2, ., ., -9, ., -9
> Cc1cc2nnc(SCc3ccccc3)n2c(N)n1
    27, -25, 26, 8, 0.7, 0.9, -2, 0.7, -9
> CCCCc1ccc(NC(=O)CN2NS(=O)(=O)c3ccccc3C2=O)cc1
    49, -15, 19, 8, 0.5, 1.5, 0, 0.8, -13
> CCc1ccc(-c2nc(CN3CCC(C(=O)N4CCN(c5ccccn5)CC4)CC3)c(C)o2)cc1
    10, -16, 14, 5, 0.9, 1.7, 6, 0.9, -9
> COc1ccc(N(C(=O)C(C)C)S(=O)(=O)c2ccc3c(c2)n(C)c(=O)n3C)cc1
    65*, -16, 14, 13, 0.3, 1.4, -3, 0.9, -13
> CC(C)C(=O)N1CCC(CN=Cc2c(O)n(C3CCCCC3)c(=O)n(C3CCCCC3)c2=O)CC1
    47, 16, 42, 0, 0.5, 1.5, 1, 0.6, 1
> CCN1CCN(C(c2cc(OC)c(OC)c(OC)c2)c2nnnn2C(C)C)CC1 (stereo unspecified)
    -6, -10, 7, 3, 1.1, 1, 4, 0.9, -10
> CCCCC1CC(C)(C(=O)CSc2nc3ccccc3s2)OC1=O (stereo unspecified)
    78*, -19, 4, 16, 0.2, 1.5, -3, 1, -6
> CCC(=O)N1CCN(CCN=CC2=C(O)CC(C)(C)CC2=O)CC1
    -5, -6, -7, 0, 1, 1, -1, 1.1, -22
> CCOC(=O)N1CCN(C(=O)C2c3cc(OC)c(OC)cc3C(=O)N3CCc4ccccc4C23)CC1 (stereo unspecified)
    76*, 4, 6, 2, 0.2, 1.8, -9, 0.9, -5
> CCOC(=O)c1sc(N)c(C#N)c1COC(=O)CNC(=O)c1cc(OC)c(OC)c(OC)c1
    64*, -21, 53*, 53*, 0.4, 0.9, -2, 0.5, -1
> Cc1onc(-c2ccccc2Cl)c1C(=O)NCc1nc(-c2ccccc2)no1
    41, -8, 67*, 8, 0.6, 1.2, 4, 0.3, 0
> Cc1nc2ccccn2c1C(=O)CSc1ccc(Cl)cc1Cl
    30, 11, 20, 10, 0.7, 1, 3, 0.8, -15
> COc1ccc(/C(C)=C2\SC(=S)N(CCC(=O)O)C2=O)cc1
    9, 6, -4, 1, 0.9, 0.9, -5, 1, 8
> Cc1ccc(C)c2[nH]c(=O)c(CN(Cc3ccc4c(c3)OCO4)Cc3nnnn3Cc3ccco3)cc12
    75*, -21, 38, 4, 0.2, 1.5, 3, 0.6, -11
> CCOC(=O)C1CCCN(C(=O)c2cncc(Br)c2)C1 (stereo unspecified)
    33, 10, 83*, 1, 0.7, 1.1, 0, 0.2, 1
> COc1ccc2nc(NC3=NCN(CC4CCCO4)CN3)nc(C)c2c1 (stereo unspecified)
    1, ., 2, ., 1, 1.2, ., 1, .
> Cc1sc(NC(=O)/C=C/c2ccc(C(C)C)cc2)c(C#N)c1C
    -3, -8, 2, 9, 1, 1, -2, 1, -20
> Cc1cn(COC/C=C/c2ccccc2)c(=O)[nH]c1=O
    12, 12, 24, 9, 0.9, 1.1, 1, 0.8, 0
> O=C(NCCN1CCN(c2ccccc2)CC1)C1CCN(S(=O)(=O)c2cccc3nonc23)CC1
    -14, 10, 52*, 6, 1.1, 1.3, -5, 0.5, -9
> Cc1cc(C)c2c(n1)sc1c(O)cc(=O)[nH]c12
    0, 13, 2, 4, 1, 1, 1, 1, 2
> COc1ccc(CNCC(O)COCc2cccs2)cc1 (stereo unspecified)
    -3, ., 10, ., 1, 0.8, ., 0.9, .
> CCOc1ccc(S(=O)(=O)NCCCN2CCOCC2)c2ccccc12
    -56, 9, 60*, 9, 1.6, 1.4, -8, 0.4, -15
> CCn1ncc(CN2CCN(C(=O)Nc3ccccc3C(=O)OC)CC2)c1C
    -10, 39*, -12, 4, 1.1, 1.6, 2, 1.1, -7
> CCOc1ccc(NC(=O)C23CC4CC(C2)CC(c2ccccc2)(C4)C3)cc1
    23, -12, 38, 11, 0.8, 0.9, 0, 0.6, -5
> Cc1ccc(S(=O)(=O)N2CCC(C(=O)NCC3CCCO3)CC2)cc1 (stereo unspecified)
    -10, 10, 6, 6, 1.1, 1.1, -9, 0.9, 1
> CCN1CCN(C(=O)C2CCN(C(=O)c3cc4sccc4n3CC)CC2)CC1
    -3, 21, -7, 2, 1, 1.6, 1, 1.1, -12
> CC(C)(C)c1nc(S(=O)(=O)c2ccc(Cl)cc2)c(N2CCOCC2)o1
    0, -7, 13, 1, 1, 1.5, -2, 0.9, -2
> Cc1c(C(=O)Oc2ccc(-c3cnc4ccccc4n3)cc2)cccc1[N+](=O)[O-]
    -8, -13, 13, 12, 1.1, 0.9, 1, 0.9, -6
> O=C(CCCn1c(=S)[nH]c2cc3c(cc2c1=O)OCO3)N1CCN(c2ccccc2)CC1
    80*, -17, 21, 0, 0.2, 1, -5, 0.8, -11
> O=C(Nc1ccc(N2CCOCC2)c(C(=O)O)c1)c1ccco1
    -7, 13, -3, 7, 1.1, 1, 6, 1, -8
> Oc1ccc(-c2[nH]nc(-c3ccccc3)c2-c2nc3ccccc3[nH]2)cc1
    -15, -4, -18, 1, 1.2, 1.1, 1, 1.2, -3
> COc1ccc(N2CCN(C(=O)C3CCCN(S(=O)(=O)c4cccc5cccnc45)C3)CC2)cc1 (stereo unspecified)
    -12, 5, 65*, 8, 1.1, 1.5, 3, 0.3, -1
> Cc1ccc(-c2nn3c(C)nnc3s2)cc1NC(=O)c1ccc(OC(C)C)cc1
    40, -5, 27, 6, 0.6, 1.4, -6, 0.7, -12
> CCOC(=O)c1sc(NC(C)=O)cc1C
    -7, ., -3, ., 1.1, 1, ., 1, .
> Cc1cc(C)cc(NS(=O)(=O)c2ccc3oc(=O)ccc3c2)c1
    62*, -23, 100*, 8, 0.4, 1.4, 11, 0, -15
> Fc1cnc(N2CCOCC2)nc1N1CCc2ccccc21
    ., 10, ., 11, ., ., -8, ., -9
> O=C(CSc1ccccc1)N1CCc2ccccc21
    20, 14, 94*, -3, 0.8, 0.6, 0, 0.1, -2
> CCc1nnc(NC(=O)C(=O)NCCOC(=O)c2ccccc2Cl)s1
    17, 21, 18, -2, 0.8, 1.2, -9, 0.8, -5
> O=C(CCn1nnc(-c2cccs2)n1)NC1CCCCC1
    -32, 7, 76*, 3, 1.3, 1, -3, 0.2, -6
> CCOC(=O)c1oc2c(CN3CCCCC3C)c(O)ccc2c(=O)c1-c1ccc(OC)c(OC)c1 (stereo unspecified)
    13, 33, 1, -3, 0.9, 1.5, 4, 1, -2
> O=C(O)c1ccc(COc2c(F)c(F)cc(F)c2F)o1
    -9, 15, -3, 4, 1.1, 0.9, -1, 1, -3
> COc1ccccc1NC(=O)CN1C(=O)NC(CC(C)C)C1=O (stereo unspecified)
    -2, -9, 0, 3, 1, 0.8, -3, 1, -8
> O=C(CSc1nc(O)cc(=O)n1-c1ccccc1)NC1CCCCC1
    18, 2, -5, 15, 0.8, 1.6, -5, 1, 2
> COc1ccc(CCNC(=O)c2ccc3nc(-c4ccco4)c(-c4ccco4)nc3c2)cc1OC
    34, 7, 20, -9, 0.7, 1.5, 1, 0.8, 1
> Cc1ccc(NC(=O)c2ccc(CSc3nccc(C)n3)cc2)cc1
    64*, -15, 32, 3, 0.4, 0.9, -1, 0.7, -4
> c1ccc2c(c1)c1ccccc1n2CN1CCOCC1
    ., -7, ., 0, ., ., 4, ., -13
> CCOC(=O)N1CCN(C(=O)C2CC(=O)N(Cc3ccc(OC)cc3)C2)CC1 (stereo unspecified)
    -4, -4, 13, 6, 1, 0.9, 3, 0.9, -1
> Cc1ccc(-c2noc(CCC(=O)NC3CCN(Cc4ccccc4)CC3)n2)cc1
    72*, -17, 55*, 11, 0.3, 1.6, 9, 0.5, -8
> Clc1ccc(NC2(c3nnnn3C3CCCCC3)CCCCC2)cc1
    -9, 0, 1, 18, 1.1, 1, -1, 1, 3
> O=C(NCc1ccco1)c1ccc(CN2CCOCC2)cc1
    -10, -17, -9, 5, 1.1, 1.2, -6, 1.1, -19

3 structures already listed, arranged by molecular weight, lowest first:
Every second line gives: CYP2C9 inhib, Plk1 PBD FP, CYP2C19 inhib, HIV Rev-RRE inh, CYP2C9 act, PLAP activator, EphB4 antag, CYP2C19 act, PLK1 inh
> COc1ccccc1NC(=O)CN1C(=O)NC(CC(C)C)C1=O (stereo unspecified)
    -2, -9, 0, 3, 1, 0.8, -3, 1, -8
> Cc1c(C(=O)Oc2ccc(-c3cnc4ccccc4n3)cc2)cccc1[N+](=O)[O-]
    -8, -13, 13, 12, 1.1, 0.9, 1, 0.9, -6
> CCN1CCN(C(=O)C2CCN(C(=O)c3cc4sccc4n3CC)CC2)CC1
    -3, 21, -7, 2, 1, 1.6, 1, 1.1, -12

High-throughput results from PubChem BioAssay.
